# CHX counter – affects cycloheximide protein synthesis inhibition readout, counter-screen. max response, %. AID 2314. cell reporter, cycloheximide protein synthesis inhibition counterscreen. 300,000 compounds, 12% hits; in the data active means max response mostly above about 13%, no sharp cut-off; inactive means mostly below about 14%; further: read at 38.3 µM for the half of the compounds with a filed dose; 0% is about no effect
# Shiga toxin inh – Shiga toxin inhibition | Vero cells, Shiga toxin protein synthesis inhibition reporter | inhibition, % at 38.7 µM | 290,000 compounds, 9.2% hits | AID 2315; in the data active means inhibition mostly above about 28%, no sharp cut-off; inactive means mostly below about 43%; further: 0% is about no effect
# Pf growth 48h – inhibits P. falciparum growth in the first generation, 48 h; P. falciparum luciferase growth in erythrocytes, 48 h; Potency, µM (highest dose often 28.7 µM), inactives show at the highest dose activity change, negative = inhibition, usual class: inhibitors; 310,000 compounds, 5.9% hits; further: potency means the concentration at half of the fitted maximal effect; on the % scale 0 is the no-effect control and ±100 the full control effect
#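 Parasite viability was followed by luminescence of a genomically integrated firefly luciferase. Cultures held 0.1% parasitemia at 2% hematocrit (final), incubated under 5% CO2 at 37 C.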
# Tb PYK inh – inhibitors of Trypanosoma brucei pyruvate kinase. Q57TT1. TbPYK enzyme, Kinase-Glo Plus ATP luminescence, 45 min. Potency, µM (titrated, usually from 76.8 µM), without a hit: top-dose activity, negative = inhibition, hits mostly inhibitors. 410,000 compounds, 0.12% hits. AID 624173; further: potency means the concentration at half of the fitted maximal effect; on the % scale 0 is the no-effect control and ±100 the full control effect; nearly all actives have a fitted effect of over 50% in size
#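 Quantitative HTS: titrated library compounds versus trypanosomal pyruvate kinase in TEA buffer (pH 7.2) containing KCl, MgCl2, BSA and Tween-20. Reactions were initiated with ADP, 130 uM final. Kinase-Glo Plus luminescence was read after 45 min at RT.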
# AmpC no deterg – blocks E. coli AmpC beta-lactamase in detergent-free assay; AmpC nitrocefin hydrolysis, absorbance 480 nm, 0.0001% Triton; Potency, µM (highest dose often 57.1 µM), without a hit: at the highest dose activity change, negative = inhibition, hits mostly inhibitors; 330,000 compounds, 0.52% hits; AID 485341;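 further: potency means the concentration at half of the fitted maximal effect; plate controls were no compound for no effect and no enzyme for full effect; nearly all actives have a fitted effect of over 20% in size; some results filed as inactive show a strong effect at the top dose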
# Target sequence (P00811 whole entry, looked up): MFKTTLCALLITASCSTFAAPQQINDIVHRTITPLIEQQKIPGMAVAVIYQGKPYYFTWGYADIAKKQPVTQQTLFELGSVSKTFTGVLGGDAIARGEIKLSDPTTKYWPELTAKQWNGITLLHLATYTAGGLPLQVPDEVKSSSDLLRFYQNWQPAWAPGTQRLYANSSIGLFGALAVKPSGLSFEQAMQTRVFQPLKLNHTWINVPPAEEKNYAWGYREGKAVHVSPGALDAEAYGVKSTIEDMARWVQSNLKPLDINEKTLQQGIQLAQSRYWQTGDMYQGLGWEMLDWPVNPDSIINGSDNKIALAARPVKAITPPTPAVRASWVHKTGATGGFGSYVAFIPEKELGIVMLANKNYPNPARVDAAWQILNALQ
#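 20 mM phosphate pH 7.0 + 0.01% (detergent screen) or 0.0001% Triton X-100; 5.3 nM AmpC reagent; cpd preinc 15 min RT; nitrocefin (800 uM stock) to start; A480 q20 s × 4 min; Activity was normalised to no-enzyme and no-compound control wells.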
# LmPK inhibitor – inhibitors of Leishmania mexicana pyruvate kinase | Q27686 | purified LmPK, Kinase-Glo ATP luminescence, 1 h | Potency, µM (series often up to 57.5 µM), inactives show top-dose activity change, negative = inhibition, actives largely listed as inhibitors | 290,000 compounds, 0.37% hits | AID 1721; further: potency means the concentration at half of the fitted maximal effect; on the % scale 0 is the no-effect control and ±100 the full control effect
# Target sequence (Q27686 whole entry, looked up): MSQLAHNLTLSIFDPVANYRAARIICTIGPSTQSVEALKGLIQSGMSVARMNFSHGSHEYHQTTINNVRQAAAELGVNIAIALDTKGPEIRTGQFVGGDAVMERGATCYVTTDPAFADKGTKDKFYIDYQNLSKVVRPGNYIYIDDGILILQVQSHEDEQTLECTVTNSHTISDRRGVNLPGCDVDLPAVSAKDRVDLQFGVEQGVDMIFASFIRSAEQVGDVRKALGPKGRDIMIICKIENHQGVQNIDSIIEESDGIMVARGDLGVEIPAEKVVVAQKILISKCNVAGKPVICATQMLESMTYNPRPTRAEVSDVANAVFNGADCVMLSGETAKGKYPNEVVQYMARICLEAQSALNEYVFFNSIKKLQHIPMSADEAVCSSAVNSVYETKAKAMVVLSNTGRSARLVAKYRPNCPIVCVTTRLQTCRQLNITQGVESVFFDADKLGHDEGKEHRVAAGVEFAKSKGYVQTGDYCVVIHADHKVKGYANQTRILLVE
#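 Pyruvate kinase activity monitored as ATP production (luciferase luminescence). Conditions: 0.1 nM enzyme, 0.5 mM PEP, 0.1 mM ADP, 1 h, RT; normalized against uninhibited and no-enzyme wells.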
# Pf growth 96h – P. falciparum growth inhibition at 96 hour, primary screen for plastid delayed-death inhibitors. P. falciparum luciferase reporter growth, 96 h. Potency, µM (doses to about 28.7 µM), for the others: top-dose activity change, negative = inhibition, most hits filed as inhibitors. 320,000 compounds, 6.9% hits. AID 504834; further: potency means the concentration at half of the fitted maximal effect; on the % scale 0 is the no-effect control and ±100 the full control effect
#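 Infected RBCs, 2% Hct / 0.05% parasitemia final; luciferase-reporter P. falciparum; cpd 96 h, 37 C, 5% CO2; luciferase detection reagent; luminescence.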
# Active calls of the source: *; ? = inconclusive; / = no result given; & = joins results of further samples; [ ] = dose if it differs, or a comment. Unless noted, the call rests on the fitted dose curve; in most records, active means well fitted curve in the direction sought with a large enough effect; inconclusive means small, poorly fitted or top-dose-only effect, or another doubt; inactive means no such curve, though single readings can be large; an effect the other way counts as inactive or inconclusive.
SMILES,CHX counter,Shiga toxin inh,Pf growth 48h,Tb PYK inh,AmpC no deterg,LmPK inhibitor,Pf growth 96h
Cn1c(=O)c2c(nc(NCc3ccco3)n2CC(O)CO)n(C)c1=O (stereo not drawn),2,-13,4%,3%,-2%,-8%,54%[activator]
CCOn1c(SC(C)C)nc2ccccc2c1=O,4,-3,1%,-1%,-21%,5%,/
CCOc1ccc(Cn2nnc(C(=O)Nc3cc(OC)cc(OC)c3)c2N)cc1,-4,-4,/,1%,-14%,7%,?
Cc1c(C)c2ccc(OCC(=O)N3CCN(c4ccc(F)cc4)CC3)c(C)c2oc1=O,8,-2,-14%,-1%,-14%,0%,?
COCCN(Cc1ccco1)C(=O)C1CCCN(c2ncnc3c2nc2n3CCCCC2)C1 (stereo not drawn),-1,11,?,0%,145%[activator],7%,4.1µM*
CC(C)c1ccc(CN2CC(C(=O)Nc3ccccc3)CC2=O)cc1 (stereo not drawn),-2,-6,-19%,1%,49%,4%,-13%
COc1cc(-c2c(-c3cc(OC)c(OC)c(OC)c3)noc2C)ccc1F,-2,3,5%,0%,94%[activator],-5%,?
CC1Cc2ccccc2N1C(=S)NC(=O)C1(C)CC1(Cl)Cl (stereo not drawn),1,-7,0%,-8%,-22%,17%,7%
C/C(=N\NC(=O)c1ccc(F)cc1)c1cccc(NC(=O)c2ccco2)c1,14,64,43%[activator],4%,-35%,0%,?
Cc1ccc(S(=O)(=O)c2cc(OC(=O)c3ccco3)ccc2OC(=O)c2ccco2)cc1,-2,-11,-5%,-10%,13µM*,5%,-14%
COc1ccccc1NS(=O)(=O)c1ccc(O)c(C(=O)OCC(=O)Nc2ccccc2F)c1,-3,-2,9%,-5%,-55%,6%,14%
CCCCNC(=O)NC1C(NC(=O)NCCCC)N(C)C(=O)N1C (stereo not drawn),1,-6,1%,-13%,-1%,-3%,-19%
CN1C(=O)/C(=C/c2ccccc2Cl)Sc2ccc(C(=O)N3CCCC3)cc21,22*,3,?,1%,178%[activator],5%,40%
O=C(COc1ccccc1)N1CCCC1,12,-10,44%[activator],-9%,-6%,0%,?
Cc1nc(-c2ccc(Cl)cc2)sc1C1(C)CC(c2cccnc2)=NO1 (stereo not drawn),112*,80*,49%[activator],2%,104%[activator],1%,13%
O=C1CC(c2nc3ccccc3[nH]2)CN1c1ccccc1F (stereo not drawn),-3,3,6%,5%,1%,2%,2%
O=C1c2cccc3cc([N+](=O)[O-])cc(c23)C(=O)N1c1ccccc1O,-3,-15,13%,3%,-33%,-4%,54%[activator]
COc1ccccc1N(/N=C1\Sc2ccccc2C1=O)C(C)=O,24*,60*,-9%,4%,-4%,-3%,-21%
CCOc1ccc(Nc2nc(N)c([N+](=O)[O-])c(N3CCN(CC)CC3)n2)cc1,5,14,?,1%,-4%,0%,?
CC1CCCC(C)N1C(=O)CSc1nnc(COc2ccccc2)n1-c1ccccc1 (stereo not drawn),-2,-10,/,7%,79%[activator],-1%,15µM*

# Copied from the listing for reference:
SMILES,CHX counter,Shiga toxin inh,Pf growth 48h,Tb PYK inh,AmpC no deterg,LmPK inhibitor,Pf growth 96h
O=C1c2cccc3cc([N+](=O)[O-])cc(c23)C(=O)N1c1ccccc1O,-3,-15,13%,3%,-33%,-4%,54%[activator]
COc1ccccc1N(/N=C1\Sc2ccccc2C1=O)C(C)=O,24*,60*,-9%,4%,-4%,-3%,-21%
CCOc1ccc(Nc2nc(N)c([N+](=O)[O-])c(N3CCN(CC)CC3)n2)cc1,5,14,?,1%,-4%,0%,?
CC1CCCC(C)N1C(=O)CSc1nnc(COc2ccccc2)n1-c1ccccc1 (stereo not drawn),-2,-10,/,7%,79%[activator],-1%,15µM*

# Continued.
SMILES,CHX counter,Shiga toxin inh,Pf growth 48h,Tb PYK inh,AmpC no deterg,LmPK inhibitor,Pf growth 96h
CCOC(=O)c1c(C(F)(F)F)cc(-c2ccc(F)cc2)nc1C,8,14,4%,5%,-4%,-7%,?
CCCN1C/C(=C/c2cccc([N+](=O)[O-])c2)C(=O)/C(=C/c2cccc([N+](=O)[O-])c2)C1,19,-7,15µM*,0%,-11%,1%,?
Cc1ccc2cc3cc(C(=O)NCCN4CCOCC4)oc3nc2c1,8,12,?,0%,-4%,-2%,?
CN(C)c1cccc2c(S(=O)(=O)N3CCCC3)cccc12,34*,27,-2%,-1%,-16%,1%,-3%
O=C(/C=C/c1cn(-c2ccccc2)nc1-c1ccccc1)Nc1ccc(C(=O)O)cc1,14,63*,50%[activator],-2%,-33%,2%,0%
O=C(NC1CCCC1)C(c1ccncc1)N(C(=O)c1ccco1)c1ccc(Cl)cc1 (stereo not drawn),-6,-3,0%,-3%,29%,-6%,?
COc1cccc2cc(-c3cc(=O)oc4cc(C)c(O)cc34)oc12,8,1,?,-8%,-36%,-10%,13µM*
O=C(Nc1ccc(Cl)cc1)c1cc(S(=O)(=O)N2CCOCC2)cs1,-3,-11,/,-6%,-6%,14%,-5%
Cc1ccc(C(=O)N[C@H](C(=O)Nc2ccc(F)cc2)C(C)C)cc1,1,27,/,-6%,-19%,7%,?
CC(=O)Nc1ccc(C(=O)COC(=O)CN2C(=O)NC3(CCCCC3C)C2=O)cc1 (stereo not drawn),/,/,-12%,1%,-20%,/,13%
COc1ccc(-c2nnc(NC(=O)c3cc(Cl)ccc3Cl)o2)cc1,-6,-10,/,0%,-27%,0%,?
CCOC(=O)COc1ccc(S(=O)(=O)Nc2cccc(SC)c2)cc1,-2,16,21%,6%,-8%,1%,/
CN1CCN(c2cc(N3CCNCC3)ccc2[N+](=O)[O-])CC1,-3,1,?,3%,-39%,1%,12%
CCCN(CCC)C(=O)c1cn(CC)c2ccc(S(=O)(=O)N3CCCCC3)cc2c1=O,-4,22,?,0%&1%,54%,0%,?
CCc1ccc(N(CC(=O)NCCc2ccccc2)C(=O)CCC(=O)Nc2ccccn2)cc1,-5,-10,-11%,0%,59%,-3%,-5%
CC(C)CCN1CCN(Cc2cnc(-c3ccccc3)s2)CC1CCO (stereo not drawn),-3,-3,2%,0%,34%,-1%,-2%
CCCn1c(SCCN2C(=O)c3ccccc3C2=O)n[nH]c1=O,-9,-14,16%,4%,-21%,-5%,27%
CC(=O)Nc1nc2cc3c(cc2s1)OCO3,31*,96*,/,-9%,-16%,-15%,251%[activator]
COC(C(=O)N1CCC(CCC(=O)Nc2ccccc2)CC1)c1ccccc1 (stereo not drawn),37*,48*,-14%,2%,25%,-5%,-4%
COc1ccc(C/C(C)=N\NC(=O)c2cn(C)c3ccccc23)cc1OC,4,6,5%,2%,-25%,-3%,10%

# (next part)
SMILES,CHX counter,Shiga toxin inh,Pf growth 48h,Tb PYK inh,AmpC no deterg,LmPK inhibitor,Pf growth 96h
O=C(c1ccco1)N1C2C=CC(C2)C1(C(F)(F)F)C(F)(F)F (stereo not drawn),2,-12,39%[activator],-5%,-6%,6%,38%[activator]
O=C(CN(C(=O)CCC(=O)Nc1ccccn1)c1ccc2c(c1)OCO2)NCc1ccc(F)cc1,-6,-3,?,-7%,-10%,-3%,4%
CCc1ccc(NC(=O)C2CCCCC2C(=O)O)cc1 (stereo not drawn),6,-4,18%,2%,-16%,2%,9%
CCN(CC)c1nc2ccccc2[nH]1,-3,-28,-9%,5%,-13%,-2%,66%[activator]
COc1ccc(S(=O)(=O)CCC(=O)N(C)c2ccc(OC)cc2OC)cc1,3,-2,-14%,-1%,14%,-1%,92%[activator]
S=C(NN=C1C2CC3CC(C2)CC1C3)Nc1ccccc1,53*,146*,/,-13%,-12%,1%,10µM*
O=C(/C=C/c1ccc(S(=O)(=O)N2CCOCC2)cc1)N1CCCCC1,/,/,?,1%,16%,/,?
C/C(=N\NC(=O)CSCc1ccccc1Br)c1cccc([N+](=O)[O-])c1,-4,-11,17%,5%,-17%,2%,?
COc1ccc(NC(=O)C(C)N2C(=O)c3ccccc3S2(=O)=O)c(OC)c1 (stereo not drawn),/,/,5%,-21%,-41%,/,33%[activator]
COC(=O)c1ccc(N(C(=O)CNC(=O)c2ccco2)C(C(=O)NCC2CCCO2)c2ccc(OC)c(OC)c2)cc1 (stereo not drawn),-2,-4,-20%,-1%,45%,1%,2%
COc1ccc(Nc2ncccc2C(=O)O)cc1,47*,112*,144%[activator],-4%,-5%,-4%,/
CC12C(=O)N(n3cnnc3)C(=O)C1C1C=CC2C1 (stereo not drawn),-4,-5,-13%,2%,-11%,-10%,26%
CCOC(=O)c1c(-c2ccc(OC)cc2)csc1NC(=O)C1CCCO1 (stereo not drawn),-1,-5,?,?,50%,0%,44%[activator]
COC(=O)c1cccc(NC(=S)NC(C)C)c1,4,-3,-2%,-1%,-24%,-3%,8%
COc1ccc(NC(=S)N2CCN(c3ncccn3)CC2)c(OC)c1,5,12,7%,-7%,-2%,0%,9%
COCc1cc(=O)[nH]c(/N=C(\N)Nc2cccc(C)c2)n1,16,24,/,0%,-11%,-4%,-8%
CCOC(=O)C1CCCN(C(=O)CCn2nc(-c3ccccc3)ccc2=O)C1 (stereo not drawn),1,21,40%[activator],10%,5%,0%,34%[activator]
Cc1ccc(S(=O)(=O)N(C)CC(=O)OCC(=O)N2CCN(c3ccccc3)CC2)cc1,1,2,3%,0%,43%,0%,-7%
COc1ccc(NS(=O)(=O)c2cccc(C(=O)NCC3(N(C)C)CCCCC3)c2)cc1,/,/,44%[activator],-3%,-46%,/,?
COc1ccc(/C=N/NC(=O)CNS(=O)(=O)c2ccc(C)cc2)cc1,-3,-28,9%,-10%,-28%,-5%,?

# (cont.)
SMILES,CHX counter,Shiga toxin inh,Pf growth 48h,Tb PYK inh,AmpC no deterg,LmPK inhibitor,Pf growth 96h
COCC1CCN(C(=O)c2cc(COc3ccc(C)c(C)c3)on2)C1 (stereo not drawn),10,12,5%,0%,131%[activator],-4%,?
CCNC(=O)c1ccccc1-c1nc(-c2ccccc2)no1,14,38,31%[activator],-4%,-3%,2%,19%
O=C(COC(=O)CSc1ccc([N+](=O)[O-])cc1)NCc1cccs1,/,/,7%,-4%,-20%,/,20%
CCOC(=O)c1c(NC(=O)COC(=O)Cn2c(C)nc3ccccc32)sc2c1CCCC2,-3,-16,-6%,-2%,-12%,-1%,46%[activator]
CCOC(=O)C1(CCOC)CCN(Cc2ccc(C3CCCCO3)s2)CC1 (stereo not drawn),-2,-1,-1%,-1%,35%,-1%,?
CCOC(=O)c1c(N)sc(C(=O)N(C)C)c1C,-2,-1,11%,-4%,-8%,0%,-6%
Cc1cc(SCc2ccc(C(F)(F)F)cc2)nc(=O)[nH]1,19,14,0%,-1%,-2%,6%,-7%
CCOc1ncccc1C(=O)N1CCCSC1=Nc1ccccc1OC,-2,-9,-18%,-2%,-7%,0%,-4%

# Source: PubChem

# Not a hit list; any-hit rate near 22%.
